PfG6PD inh = PfG6PD (Plasmodium falciparum) enzyme inhibition; PfGluPho enzyme, NADPH resazurin-diaphorase fluorescence; 350,000 tested, 0.78% active; inhibition, % at 20 µM;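 active = inhibition reaching at least a set limit at 20 µM in the primary screen, cut at about 59% in these data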;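 also: 0% = DMSO wells with substrate and 100% = DMSO wells lacking glucose-6-phosphate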
SENP8 block-1 = inhibitors of human SENP8 protease; Q96LD8; inhibition, % at 10 µM; 330,000 tested, 1.2% active; purified SENP8, Z-RLRGG-aminoluciferin cleavage, luminescence; AID 2540; in the data active = inhibition above about 50%
Target sequence (Q96LD8 whole entry, looked up): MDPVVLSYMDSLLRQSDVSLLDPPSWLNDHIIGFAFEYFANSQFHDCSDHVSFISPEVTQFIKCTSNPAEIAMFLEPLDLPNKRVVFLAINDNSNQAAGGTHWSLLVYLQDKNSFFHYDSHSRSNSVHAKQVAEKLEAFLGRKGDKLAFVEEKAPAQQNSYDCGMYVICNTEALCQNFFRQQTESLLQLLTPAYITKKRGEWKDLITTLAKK
NLRP3 yeast inh = NALP3 inhibition in yeast. Yeast reconstituted NLRP3/ASC/caspase-1, beta-gal luminescence, 24 h. inhibition, % at 10 µM. 330,000 tested, 0.39% active. AID 2825;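 active = inhibition of 50% or more; inactive = inhibition below 50%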;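 also: plate controls were induced DMSO wells for no effect and uninduced yeast grown without galactose for full effect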
SENP6 inh = blocks the human protease SENP6; Recombinant SENP6 catalytic domain, aminoluciferin luminescence; inhibition, % at 10 µM; 330,000 tested, 1.8% active; AID 2599;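 active = inhibition above about 50% at the single tested dose, limit read from the data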;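 also: plate controls were DMSO wells with enzyme for no effect and DMSO wells lacking enzyme for full effect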
SENP1 FRET inh = inhibitors of human SENP1 SUMO protease catalytic domain. Q9P0U3. recombinant SENP1 catalytic domain, CyPet-SUMO1-YPet FRET cleavage. inhibition, % at 10 µM. 360,000 tested, 0.21% active. AID 624204;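 active = inhibition at least 30% at 10 µM, raw YFP signal under a set limit, fluorescence ratio 0.5 to 1.5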;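 also: 0% = enzyme with DMSO and 100% = no enzyme wells; some results filed as inactive read as strong as hits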
Target sequence (Q9P0U3 419-644 limits assumed): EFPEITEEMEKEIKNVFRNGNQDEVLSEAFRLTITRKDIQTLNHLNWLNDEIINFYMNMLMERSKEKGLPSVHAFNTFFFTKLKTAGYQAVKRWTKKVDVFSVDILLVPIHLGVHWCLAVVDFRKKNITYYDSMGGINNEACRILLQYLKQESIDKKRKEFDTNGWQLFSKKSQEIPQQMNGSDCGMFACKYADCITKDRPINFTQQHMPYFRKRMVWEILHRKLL
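Test system: human SENP1 catalytic domain; medium: Tris pH 8 buffer plus EDTA, NaCl, BME, BSA, NP40, catalase; incubation: 50 min reaction at room temperature; technique: FRET, CFP and YFP emission; controls: no-enzyme low control and enzyme-plus-DMSO high control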
Apaf1 inhib = human Apaf-1 inhibition | reconstituted apoptosome caspase-3 activity, DEVD-Rh110 fluorescence | inhibition, % at 20 µM | 330,000 tested, 0.71% active | AID 489030; active = inhibition of at least 40% at 20 µM;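 also: plate controls were DMSO wells for no effect and DEVD-CHO caspase inhibitor wells for full effect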
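Material: cell-free apoptosome with Apaf-1, procaspase-3 and caspase-9; Buffer or medium: Hepes pH 7.5 with detergent and BSA; Reagent: cytochrome c trigger plus (Z-DEVD)2-Rh110 caspase-3 substrate; Times: compound with Apaf-1, dATP, procaspase-3 30 min, then 50 min reaction, room temperature; Technique: Rh110 fluorescence intensity.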
SENP8 block-2 = inhibitors of human SENP8 protease; inhibition, % at 20 µM; Q96LD8; recombinant SENP8, Nedd8 substrate fluorescence; AID 602440; 360,000 tested, 0.64% active; in the data active = inhibition mostly above about 40%, no sharp cut-off; inactive = mostly below about 27%
HKDC1 inh = inhibitors of human hexokinase HKDC1. inhibition, % at 20 µM. Q2TB90. recombinant HKDC1, G6PDH/diaphorase resazurin coupled fluorescence. AID 493160. 340,000 tested, 0.16% active;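 active = inhibition above about 35% when tested at 20 µM, limit read from the data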;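 also: plate controls were DMSO wells with enzyme for no effect and DMSO wells lacking enzyme for full effect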
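Material: recombinant HKDC1 hexokinase; Amount: HKDC1 at 5 µg/mL; Medium: Tris pH 8.0 buffer with MgCl2, Tween-20, BSA, BME; Schedule: 90 min reaction incubation at room temperature, dark; Technique: coupled resazurin fluorescence, excitation 525 nm, emission 613 nm.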
SENP7 inh = SENP7 protease inhibition | Q9BQF6 | recombinant SENP7, Z-RLRGG-aminoluciferin luminescence, 40 min | inhibition, % at 5 µM | 330,000 tested, 1.5% active;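 active = inhibition above about 50% at the single test dose, limit read from the data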;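 also: plate controls were DMSO with enzyme for no effect and no enzyme buffer wells for full effect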
Target sequence (Q9BQF6 706-1050 limits assumed): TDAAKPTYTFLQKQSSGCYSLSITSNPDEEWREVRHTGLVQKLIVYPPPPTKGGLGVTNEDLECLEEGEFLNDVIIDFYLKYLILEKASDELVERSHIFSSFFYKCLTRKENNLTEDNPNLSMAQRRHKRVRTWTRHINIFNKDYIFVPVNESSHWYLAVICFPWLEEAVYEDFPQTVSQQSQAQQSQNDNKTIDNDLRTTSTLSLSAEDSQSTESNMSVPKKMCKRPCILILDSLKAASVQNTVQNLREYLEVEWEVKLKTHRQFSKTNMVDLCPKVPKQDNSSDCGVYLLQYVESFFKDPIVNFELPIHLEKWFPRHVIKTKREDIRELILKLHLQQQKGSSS
Active calls of the source: *; · = not tested or not shown. Rows were taken by chance; 4.1% or so of the library scored in one or more.

SMILES | PfG6PD inh | SENP8 block-1 | NLRP3 yeast inh | SENP6 inh | SENP1 FRET inh | Apaf1 inhib | SENP8 block-2 | HKDC1 inh | SENP7 inh
Cc1cc(C)c(S(=O)(=O)Cc2ccccc2)c(OC(C)C)n1 | -3 | 2 | 2 | 0 | 1 | 10 | 20 | -1 | -2
Cc1c(C(=O)Nc2ccc3c(c2)OCCO3)sc2nc(-c3ccccc3)cn12 | 58 | -11 | 22 | -8 | 6 | 16 | 0 | -3 | -7
CCOc1ccc(N(CC(=O)N2CCN(c3ccccc3)CC2)S(=O)(=O)c2c(C)noc2C)cc1 | 11 | -1 | 6 | 8 | 5 | 23 | -8 | -1 | 8
COc1cc(CN2CC(C)CC(C)C2)cc([N+](=O)[O-])c1O (stereo not given) | -1 | -3 | -31 | -7 | 0 | -2 | 20 | 2 | -6
C=CCn1nnnc1SCC(=O)Nc1cccc(C(F)(F)F)c1 | 4 | 3 | 5 | 6 | 4 | 0 | 2 | 1 | -6
O=C(NCCc1ccccc1)C(=O)NCC1CCCN1S(=O)(=O)c1ccccc1 (stereo not given) | -11 | 4 | 18 | -4 | 0 | 12 | 6 | 0 | -4
COC(=O)c1ccc(OC(=O)CCN2C(=O)C3CCCCC3C2=O)cc1 (stereo not given) | -9 | -2 | -10 | 1 | 3 | 4 | 25 | 2 | 9
O=C(COc1ccccc1)Nc1nnc(-c2ccccc2)o1 | -11 | -5 | -2 | 2 | -136 | 1 | -2 | 3 | 4
Cc1cc(C)c2c(=O)[nH]c(SCc3ccccc3C)nc2n1 | 0 | -3 | 14 | 0 | 1 | -1 | -14 | -5 | -8
Cc1cc(C)[n+](Cc2ccccc2)cc1C(N)=O | -1 | 3 | 10 | 3 | 2 | -3 | 24 | -2 | -9
COc1ccc(N2C(=O)c3cc4ccccc4cc3C2=O)cc1 | -27 | 1 | 8 | -11 | 0 | 4 | 13 | -3 | -2
C=CCn1c(SCC(=O)NCC(c2ccccc2)N(C)C)nnc1C1CCCCC1 (stereo not given) | -4 | 5 | 1 | 11 | -2 | 31 | 7 | -6 | -6
CCC(=O)OCc1cc(=O)oc2ccc3ccccc3c12 | 0 | -2 | 11 | -6 | -27 | 5 | -329 | -2 | -8
O=C(Nc1ccnn1C1CCN(C(=O)c2ccc(Cl)cc2)CC1)C1CC1 | 5 | 8 | 14 | -6 | 1 | -1 | -2 | -3 | -2
OC(COc1ccc(CN2CCSCC2)cc1)CN1CCCCC1 (stereo not given) | -2 | 2 | 0 | -5 | 2 | -7 | 19 | -3 | 2
CC(CNC(=O)CCn1c(=O)c2cccn2c2ccc(F)cc21)c1ccccc1 (stereo not given) | 0 | 5 | 12 | 8 | -2 | -5 | -32 | 0 | 9
COC(=O)c1sc(NC(=O)/C=C/c2ccccc2Cl)nc1C | -1 | -8 | -3 | -28 | 2 | -2 | -122 | -4 | -3
Fc1ccc(OCc2nnc(SCCN3CCOCC3)o2)cc1 | -5 | -8 | 16 | -8 | 2 | 3 | 17 | -6 | 10
CC1CCN(CCCNC(=O)C2CC(=O)N(CCc3ccccc3)C2)CC1 (stereo not given) | -5 | -8 | 2 | -24 | 0 | 2 | 6 | -4 | 9
O=C(Nc1ccccc1)NC1CCN(CCCN2C(=O)c3ccccc3C2=O)CC1 | 19 | -6 | 13 | -10 | -1 | -3 | 14 | -14 | -5
c1ccc(CNc2ncnc3sc4c(c23)CCCC4)nc1 | 12 | 10 | -23 | -11 | 1 | -2 | 7 | 2 | 6
Cc1onc(-c2c(Cl)cccc2Cl)c1C(=O)c1c[nH]c(C(=O)NCC2CCCO2)c1 (stereo not given) | 0 | 7 | 10 | 15 | 1 | 5 | -49 | 0 | 9
Cc1ccnc(N/C=C(/NC(=O)c2ccccc2)C(=O)NN)n1 | -8 | -8 | 3 | -7 | 1 | 6 | 15 | -10 | -9
CCOC(=O)Cc1csc(NC(=O)Nc2cccc(OC)c2)n1 | 14 | 7 | -8 | -4 | 0 | -18 | 24 | -5 | 4
COc1ccc2c(C)cc(SCn3nnc4ccccc4c3=O)nc2c1 | 2 | 2 | 1 | -19 | -3 | 16 | 18 | -8 | 12
CCO[C@@H]1OC(C(=O)N2CCOCC2)=C[C@H](C)[C@H]1CCCO | 6 | -7 | 3 | -16 | 3 | 1 | 10 | -4 | -6
O=C(Nc1ccccc1)c1ccccc1OCc1cccc([N+](=O)[O-])c1 | 16 | -7 | 9 | 2 | 2 | 17 | 1 | -3 | 6
O=C(CCc1nnc2n(Cc3ccccc3Cl)c(=O)c3ccccc3n12)NCCCN1CCOCC1 | -9 | -2 | 4 | 1 | 0 | -1 | 5 | 0 | -1
CCOC(=O)C1CCCN(C(=O)c2cc3c(OC)c(OC)c(OC)cc3[nH]2)C1 (stereo not given) | -3 | -4 | -3 | -13 | 0 | -2 | -76 | -2 | 3
Cc1ccc(S(=O)(=O)C(C#N)c2nc3ccccc3nc2N2CCC(C)CC2)cc1 (stereo not given) | 13 | · | · | · | -26 | · | -98 | -6 | ·
CCOCCCn1c(=S)[nH]c2cc(C(=O)N3CCC(C(N)=O)CC3)ccc2c1=O | -6 | -2 | 12 | -3 | 4 | -7 | 14 | -10 | -5
O=C(COc1ccccc1F)N1N=C(c2cccs2)CC1c1ccco1 (stereo not given) | 15 | -4 | 16 | -8 | 0 | 7 | -417 | 1 | -7
CCOC(=O)C1=C(C)NC(=O)NC1c1ccc2c(c1)OCO2 (stereo not given) | 0 | 0 | 1 | 4 | 0 | -7 | 19 | -2 | 2
CCS(=O)(=O)C1=NN2C(=N)/C(=C\c3ccc(OS(=O)(=O)c4ccccc4)cc3)C(=O)N=C2S1 | -34 | -5 | -2 | 1 | -4 | 6 | -7 | 15 | 1
CCOC(=O)c1c(C)[nH]c(C2=NNC(=Nc3ccccc3OC)SC2)c1C | 5 | -3 | 9 | -12 | -28 | 9 | -18 | -165 | 2
COc1ccc(CCC(=O)Nc2ccc(S(=O)(=O)N3CCCC3)cc2)cc1OC | 4 | 0 | 10 | 3 | 0 | -5 | 9 | -2 | 9
CC(=O)Nc1ccc(C(=O)OCC(=O)Nc2ccccc2F)cc1 | 3 | -15 | -3 | 1 | 4 | 1 | 16 | -4 | -11
COC(=O)c1cn(CC(=O)NCc2cccs2)c2ccccc12 | 1 | -4 | -14 | -9 | 2 | 0 | 28 | -4 | 0
O=C(Cn1ccc(C(F)(F)F)n1)Nc1cccc(S(=O)(=O)N2CCCCC2)c1 | 6 | -2 | 7 | -11 | 5 | 4 | 13 | -6 | -2
CCCc1ccc2oc(C(=O)NCCCN3CCOCC3)c(C)c2c1 | 4 | -3 | 27 | -11 | 1 | 21 | 6 | 6 | 3
CCOC(=O)C(NC(=O)NCc1ccccc1OC)(OCC)C(F)(F)F (stereo not given) | 3 | 1 | -3 | -13 | 1 | -2 | 10 | -6 | 9
Cc1cc(Cl)ccc1OCCCC(=O)OCC(=O)c1c(N)n(C)c(=O)n(C)c1=O | 7 | -7 | 16 | -15 | -1 | 11 | 19 | -3 | -3
CCn1c(=N)n(CCO)c2ccccc21 | -2 | -6 | 4 | -6 | 2 | 1 | 8 | -3 | -7
CCS(=O)(=O)c1ccc(O)c(NC(=O)CC2(CC(=O)O)CCCC2)c1 | 4 | 1 | 13 | 8 | 3 | -24 | 13 | -2 | -2
CC(C)CC(=O)NC(NC(=S)Nc1sc2c(c1C#N)CCCC2)C(Cl)(Cl)Cl (stereo not given) | -18 | 8 | 15 | -3 | -5 | -215 | 18 | -2 | 5
CCN(CC)C(=O)COc1ccc(Br)cc1Cl | -10 | -1 | 4 | 3 | 2 | 2 | 10 | 2 | -5
CCN(CC)c1ccc(C(=O)c2ccccc2C(=O)O)c(O)c1 | -30 | -10 | -5 | -11 | -3 | -2 | 8 | -9 | -10
Cc1ccc2c(c1)C(c1ccc(F)cc1)N(C(=O)c1ccccc1Br)CC(=O)N2 (stereo not given) | -10 | 5 | 13 | 1 | 1 | 14 | 18 | 1 | -7
COc1ccc(OC)c(CN2CCCCCC2)c1 | -17 | 6 | 7 | 17 | 1 | -2 | -3 | 2 | 4
CCNC(=S)NNC(=O)Cn1nc(C)cc1C | -6 | 6 | -5 | 2 | -1 | -16 | 7 | 6 | 5
CCC(c1nnc(SCC(=O)NCC2CCCO2)n1Cc1ccccc1)N(C)C (stereo not given) | 15 | 2 | 6 | -14 | 1 | 13 | 15 | -6 | 6
Fc1ccc2nc(C(F)(F)F)cc(N3CCOCC3)c2c1 | -7 | · | · | · | -26 | · | -22 | 3 | ·
CCOc1ncccc1C(=O)NCc1ccc(OC)c(OC)c1 | 30 | -4 | 7 | -6 | 3 | 11 | 13 | -8 | 3
Oc1c(CNc2ccccc2)cc(COCc2ccccc2)c2cccnc12 | -24 | -5 | 14 | -14 | -43 | 12 | 6 | -39 | -2
Cc1cc2ncn(/N=C/c3ccc([N+](=O)[O-])o3)c2cc1C | 12 | 8 | -1 | 5 | 4 | -10 | 21 | 5 | 3
CC1(C)CC(=O)C2=C(C1)Nc1ccccc1NC2c1ccc(F)cc1 (stereo not given) | 5 | 0 | -1 | 16 | 10 | 6 | 8 | -3 | 9
O=C(O)c1cccc(N2C(=O)C3CC=CCC3C2=O)c1 (stereo not given) | -9 | 4 | -8 | -28 | 2 | 1 | 4 | -7 | 3
O=C(CCNC(=O)c1ccccc1Cl)NCCc1ccc(Cl)cc1 | 2 | -5 | -7 | -2 | -1 | -3 | 15 | -5 | 2
CCCCCC(=O)N[C@@H](c1ccccc1)[C@@H](O)C(=O)O[C@H]1C[C@@]2(O)[C@@H](OC(=O)c3ccccc3)C3[C@](C)(C(=O)[C@H](OC(C)=O)C(=C1C)C2(C)C)[C@@H](O)C[C@H]1OC[C@@]31OC(C)=O (stereo not given in full) | 14 | -8 | -1 | -10 | 2 | 5 | -3 | 0 | 1

Assay outcomes (PubChem BioAssay)
